IDH1 R132H inh = qHTS for Inhibitors of mutant isocitrate dehydrogenase 1 (IDH1): qHTS; Isocitrate dehydrogenase [NADP] cytoplasmic (Homo sapiens), O75874; IDH1-R132H enzyme, NADPH consumption, diaphorase/resazurin fluorescence; Potency, µM (top dose mostly 76.6 µM), without a hit: top-dose activity change, negative = inhibition, hits mostly inhibitors; hit rate 0.093% among 390,000; AID 602179, 2012; further: potency means the concentration at half of the fitted maximal effect; on the % scale 0 is the no-effect control and ±100 the full control effect; nearly all actives have a fitted effect of over 65% in size
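IDH1-R132H (0.5 ug/mL) preincubated 30 min with compound, then NADPH (0.016 mM) and alpha-KG (2 mM) added; 80 min at RT, pH 7.5. Remaining NADPH coupled via diaphorase/resazurin to fluorescence (540/590 nm); concentration-response curves normalized to no-enzyme control.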
PI4K2A inh = qHTS for small molecular inhibitors of PI4K2A. Phosphatidylinositol 4-kinase type 2-alpha (Homo sapiens), Q9BTU6. purified PI4K2A, ADP-Glo luminescence, 1 h; stronger effect = lower value. activity change, negative = inhibition, % at 76.9 µM. hit rate 0.13% among 420,000. AID 1346378, 2018; in the data active means activity change below about -50%; inconclusive means mostly about -30% to -49%;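 further: -100% = wells without enzyme as full effect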
Target sequence (Q9BTU6 whole entry, looked up): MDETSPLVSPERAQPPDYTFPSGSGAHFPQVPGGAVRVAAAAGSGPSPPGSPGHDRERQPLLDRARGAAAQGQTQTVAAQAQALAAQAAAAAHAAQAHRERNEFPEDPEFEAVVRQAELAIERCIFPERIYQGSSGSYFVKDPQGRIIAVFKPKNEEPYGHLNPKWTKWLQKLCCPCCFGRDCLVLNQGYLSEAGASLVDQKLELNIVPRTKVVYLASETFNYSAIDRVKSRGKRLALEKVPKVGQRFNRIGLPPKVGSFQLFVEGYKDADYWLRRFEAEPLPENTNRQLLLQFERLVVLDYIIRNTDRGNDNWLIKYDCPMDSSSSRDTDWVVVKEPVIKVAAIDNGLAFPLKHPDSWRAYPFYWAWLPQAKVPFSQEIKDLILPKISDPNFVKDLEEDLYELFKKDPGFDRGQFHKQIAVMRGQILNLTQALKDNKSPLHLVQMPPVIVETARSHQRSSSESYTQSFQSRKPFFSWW
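PI4K2A activity was measured by ADP-Glo luminescence: enzyme (4 ug/mL stock) and phosphatidylinositol (1.2 mM stock) in Tris pH 7.5/MgCl2/EGTA/Triton X-100 buffer were reacted with ATP (300 microM stock) for one hour at ambient temperature.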
TrxR1 substrate = qHTS Assay for Substrates of Mammalian Selenoprotein Thioredoxin Reductase 1 (TrxR1): qHTS; Thioredoxin reductase 1, cytoplasmic (Rattus norvegicus), O89049; Potency, µM (titrated, usually from 114 µM), for the others: top-dose activity change, negative = substrate turnover; AID 588456, 2011; purified TrxR1 substrate turnover, NADPH consumption readout; hit rate 0.01% among 390,000; further: potency means the concentration at half of the fitted maximal effect; on the % scale 0 is the no-effect control and ±100 the full control effect; nearly all actives have a fitted effect of over 50% in size
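Rat TrxR1, dispensed at 90 nM, was prereduced with 400 uM NADPH (final) for 5 min at ~22 deg C, then incubated with compound 15 min before 400 uM selenite. A first-read NADPH fluorescence drop versus no-compound background flagged substrates.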
TRHR agonist = qHTS for Small Molecule Agonists and Allosteric Enhancers of Human TRH Receptor: Primary Screen for Agonists. hit rate 0.18% among 360,000. activation, % at 2 µM. TRHR cells, calcium flux fluo-8, FDSS agonist mode. Thyrotropin-releasing hormone receptor (Homo sapiens), P34981; in the data active means activation above about 30%; further: 0% is about no effect
Target sequence (P34981 whole entry, looked up): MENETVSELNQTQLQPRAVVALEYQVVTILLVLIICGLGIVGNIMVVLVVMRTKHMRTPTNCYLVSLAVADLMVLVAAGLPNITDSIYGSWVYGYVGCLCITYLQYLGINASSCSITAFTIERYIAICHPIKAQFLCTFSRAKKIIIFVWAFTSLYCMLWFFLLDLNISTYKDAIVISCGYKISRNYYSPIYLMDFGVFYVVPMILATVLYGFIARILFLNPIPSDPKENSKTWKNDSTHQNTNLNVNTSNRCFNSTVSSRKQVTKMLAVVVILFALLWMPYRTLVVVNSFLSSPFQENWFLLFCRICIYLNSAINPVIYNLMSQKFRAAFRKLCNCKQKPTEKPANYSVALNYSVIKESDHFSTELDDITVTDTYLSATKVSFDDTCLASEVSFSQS
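TRHR-expressing cells loaded with fluo-8 calcium dye; 23 nL library compound pin-transferred, kinetic FDSS fluorescence (Ex 480/Em 530) recorded about 180 s for agonist-induced calcium release, before a 10 nM TRH EC20 addition for potentiator mode.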
USP1 inh = Inhibitors of USP1/UAF1: Primary Screen | Ubiquitin carboxyl-terminal hydrolase 1 (Homo sapiens), O94782 | recombinant USP1/UAF1, Ub-Rhodamine cleavage fluorescence | AID 743255, 2014 | hit rate 0.23% among 390,000 | Potency, µM (series often up to 57.1 µM), without a hit: top-dose activity change, negative = inhibition, actives largely listed as inhibitors; further: potency means the concentration at half of the fitted maximal effect; on the % scale 0 is the no-effect control and ±100 the full control effect; nearly all actives have a fitted effect of over 60% in size; inactives centre near -12
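In this screen, compounds sit with the deubiquitinase complex (1nM) for 15 min at room temperature before Ub-Rho is added at 150nM final. Fluorescence rise is then followed for 6 reads every 60 seconds.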
TRHR PAM = qHTS for Small Molecule Agonists and Allosteric Enhancers of Human TRH Receptor: Primary Screen for Enhancers; TRHR cells, fluo-8 calcium fluorescence, EC20 TRH enhancement; Thyrotropin-releasing hormone receptor (Homo sapiens), P34981; enhancement, % at 2 µM; hit rate 0.66% among 360,000; in the data active means enhancement above about 30%; further: 0% is about no effect
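Enhancer read-out: after compound pinning and an initial kinetic agonist-mode read, an EC20 of TRH (10 nM final) was injected and fluo-8 calcium signal (Ex 480/Em 530) followed at 1 s/cycle for 100 cycles in TRHR-expressing cells.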
rTrxR1 inhibitor = qHTS Assay for Inhibitors of Mammalian Selenoprotein Thioredoxin Reductase 1 (TrxR1): qHTS; AID 588453, 2011; recombinant rTrxR1, NADPH fluorescence consumption, selenite substrate; hit rate 1% among 390,000; Potency, µM (doses to about 114 µM), for inactives: at the highest dose activity change, negative = inhibition, actives largely listed as inhibitors; Thioredoxin reductase 1, cytoplasmic (Rattus norvegicus), O89049; further: potency means the concentration at half of the fitted maximal effect; on the % scale 0 is the no-effect control and ±100 the full control effect; nearly all actives have a fitted effect of over 65% in size
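Rat TrxR1 (90 nM in the dispensed reagent) was pre-reduced with 400 uM NADPH for 5 min at room temperature, then incubated with compound for 15 min. After 400 uM selenite was added, NADPH fluorescence (Ex 340/Em 450 nm) was followed for 8 min.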
D2 antag = HTS Assay for Allosteric Antagonists of the Human D2 Dopamine Receptor: Primary Screen for Antagonists; HEK293 TREx D2 cells, calcium flux, dopamine EC80; inhibition, % at 10 µM; hit rate 2% among 340,000; in the data active means inhibition above about 30%; further: 0% is about no effect
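In this primary screen, negative modulation is detected by tracking calcium flux after an EC80 dopamine challenge in inducible HEK293 T-REx D2 cells preexposed to test compound for 180 s.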
D2 ag = HTS Assay for Allosteric Agonists of the Human D2 Dopamine Receptor: Primary Screen for Agonists. D(2) dopamine receptor (Homo sapiens), P14416. HEK293 T-REx D2 cells, calcium flux agonist mode. activation, % at 2 µM. hit rate 0.53% among 340,000. AID 485358, 2010;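 active means activation over 3 SD above normal in the single-dose calcium agonist read, cut at about 30% in these data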; further: 0% is about no effect
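Tetracycline-induced HEK293 T-REx cells with force-coupled D2 receptor, plated overnight at 30 C, loaded with no-wash calcium dye. After a 10 s baseline, compound was pin-added and calcium flux read kinetically for 180 s; calcium rises flagged agonists.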
The depositor's hits bear a star; ? = inconclusive; . = not tested or not shown; & = joins results of further samples; [ ] = dose if it differs, or a comment. Unless noted, the call rests on the fitted dose curve; in most records, active means well fitted inhibition curve with a large enough effect; inconclusive means small, poorly fitted or top-dose-only effect; inactive means no such curve, though single readings can be large or run the other way. Rows are unselected; overall some 3.9% were active at least once.

SMILES	IDH1 R132H inh	PI4K2A inh	TrxR1 substrate	TRHR agonist	USP1 inh	TRHR PAM	rTrxR1 inhibitor	D2 antag	D2 ag
Cc1ccc(NC(=O)CN2C(=S)NC(C)(C)CC2C)cc1Cl (stereo unspecified)	14%	-3	7%[57.1 µM]	0.2	-17%	-4	15%[57.1 µM]	10	-0.1
COc1cc(NC(=O)c2nnn(CC(=O)Nc3ccccc3)c2N)cc(OC)c1	-12%	0	3%	0.2	-11%	3	12%	.	0.5
Cc1ccccc1NS(=O)(=O)c1cc(C(=O)N2CCCC2)ccc1C	1%	4	-6%	2.5	-2%	5	-6%	6	0.9
C#CCSc1nc2sc3c(c2c(=O)n1Cc1ccccc1)CCCC3	-2%	-1	-4%	-0.3	6%	-6	-23%	.	-1.1
O=[N+]([O-])c1ccccc1N=Nc1ccc(O)cc1O	5%	-2	-12%[57.1 µM]	.	?	.	4%[57.1 µM]	.	.
CC1CCN(CCCNC(=O)CN2C(=O)CSc3ccc(S(=O)(=O)N4CCOCC4)cc32)CC1	-13%&-7%	6&-4	-6%	0.8&-0.2	-8%&-1%	4&0	-13%	-3	0.5&0.1
Cn1cnnc1SCC(=O)Nc1ccccc1C(=O)NC1CCCC1	0%	1	-3%	0.3	-21%	7	16%	-17	0.0
Cc1ccc(S(=O)(=O)N2[C@@H](c3ccc(F)cc3)C(C(=O)O)=CC[C@H]2c2cccc(C)c2)cc1	-21%	-1	-4%	0.3	6%	-4	-6%	1	1.1
CC(C)[C@H](NC(=O)c1ccco1)C(=O)OCC(=O)Nc1ccccc1OC(F)F	24%	-1	4%[57.1 µM]	-1.4	-18%	1	19%[57.1 µM]	20	-0.2
CCOC(=O)c1nc(Nc2ccc(C(=O)OCC(C)C)cc2)c2ccccc2n1	.	-4	25%	0.1	-16%	10	8%	.	-0.7
CCOC(=O)c1sc(-c2ccc(C(F)(F)F)cc2)nc1O	0%	-2	2%	13	-13%	4	19%	0	5.3
O=C(CN1CCCC1)N1CCCc2ccccc21	0%	-3	6%[11.4 µM]	0.3	-1%	-5	21%[11.4 µM]	0	0.8
CC(C)CCNC(=O)NC(=O)CN1C(=O)NC2(CCCCC2)C1=O	3%	5	-5%	-0.4	-21%	-1	0%	.	.
O=C(O)CN1C(=O)/C(=C2\C(=O)N(Cc3ccccc3Cl)c3ccccc32)SC1=S	-5%	-2	2%	-0.2	-8%	3	9%	-9	10
CCN1C(=O)[C@H]2[C@@H](c3ccc(-c4ccc(Cl)c(Cl)c4)c(OC)c3)N3CCCC[C@@]3(C(=O)OC)[C@H]2C1=O	4%	1	-3%	.	?	.	14%[57.1 µM]	.	.
Cc1cc(C(=O)NNC(=O)c2ccc(Cl)c(S(N)(=O)=O)c2)c(C)o1	6%	-1	10%[57.1 µM]	.	-7%	.	7%[2.29 µM]	.	.
[O-]/[N+](=C\c1ccc(OC(F)F)cc1)c1ccccc1	3%	7	6%[57.1 µM]	0.2	-4%	6	-4%[57.1 µM]	7	0.3
O=S(=O)(NC1CCN(Cc2ccccc2)CC1)c1cccc(S(=O)(=O)N2CCOCC2)c1	-3%	-7	-3%[57.1 µM]	0.5	-5%	-2	-10%[57.1 µM]	1	-0.2
Cn1c(=O)cc(C(=O)N/N=C/c2ccc(F)cc2)[nH]c1=O	-2%	-1	-7%[57.1 µM]	-0.4	2%	-1	-10%[57.1 µM]	0	0.0
Cc1nc(N)sc1N=Nc1ccc(F)cc1	-2%	-3	-3%[57.1 µM]	0.1	0%	-1	-14%[57.1 µM]	3	1.1

4 of these compounds in a different format:
COc1cc(NC(=O)c2nnn(CC(=O)Nc3ccccc3)c2N)cc(OC)c1
  IDH1 R132H inh: -12% | PI4K2A inh: 0 | TrxR1 substrate: 3% | TRHR agonist: 0.2 | USP1 inh: -11% | TRHR PAM: 3 | rTrxR1 inhibitor: 12% | D2 antag: . | D2 ag: 0.5

Cn1cnnc1SCC(=O)Nc1ccccc1C(=O)NC1CCCC1
  IDH1 R132H inh: 0% | PI4K2A inh: 1 | TrxR1 substrate: -3% | TRHR agonist: 0.3 | USP1 inh: -21% | TRHR PAM: 7 | rTrxR1 inhibitor: 16% | D2 antag: -17 | D2 ag: 0.0

O=[N+]([O-])c1ccccc1N=Nc1ccc(O)cc1O
  IDH1 R132H inh: 5% | PI4K2A inh: -2 | TrxR1 substrate: -12%[57.1 µM] | TRHR agonist: . | USP1 inh: ? | TRHR PAM: . | rTrxR1 inhibitor: 4%[57.1 µM] | D2 antag: . | D2 ag: .

Cn1c(=O)cc(C(=O)N/N=C/c2ccc(F)cc2)[nH]c1=O
  IDH1 R132H inh: -2% | PI4K2A inh: -1 | TrxR1 substrate: -7%[57.1 µM] | TRHR agonist: -0.4 | USP1 inh: 2% | TRHR PAM: -1 | rTrxR1 inhibitor: -10%[57.1 µM] | D2 antag: 0 | D2 ag: 0.0

(next part)
SMILES	IDH1 R132H inh	PI4K2A inh	TrxR1 substrate	TRHR agonist	USP1 inh	TRHR PAM	rTrxR1 inhibitor	D2 antag	D2 ag
Cc1cc(C(=O)N/N=C/c2cccs2)n[nH]1	-3%	-2	2%[57.1 µM]	0.1	-20%	1	2%[57.1 µM]	-11	0.1
O=S(=O)(Nc1ccccc1N1CCCCC1)c1cccs1	13%	1	-11%[57.1 µM]	0.1	-9%	-5	29%[57.1 µM]	-18	0.0
c1ccn2c(Cc3nnc4ccccn34)nnc2c1	-7%	9	7%	0.3	-6%	-3	8%	11	0.6
CC(=O)Nc1ccc(S(=O)(=O)N(C)CC(=O)NNC(=O)c2cccs2)cc1	15%	2	0%	.	-6%	.	7%	.	.
O=C(COc1ccc(S(=O)(=O)N2CCCC2)cc1Cl)NC1CC1	10%	-1	6%	0.4	-7%	5	2%	-7	-0.1
O=C(NC(=S)Nc1ccccc1Br)C1CCCCC1	1%	8	5%[57.1 µM]	.	-12%	.	-43%[57.1 µM]	.	.
COc1ccc2c(c1)[C@H]1[C@H](CO2)[C@H](c2ccccc2)[C@]2(C)C(=O)Nc3ccc(C)cc3C(=O)N12	-12%	0	-2%	.	16%	.	8%	.	.
Cc1ccnc(NC(NC(=O)C(C)C)(C(F)(F)F)C(F)(F)F)c1	0%	-4	5%	0.2	-12%	-3	16%	32*	0.5
COc1cccc(CNC(=O)C2CCCN(S(=O)(=O)c3ccc4c(c3)C(C)(C)C(=O)N4C)C2)c1 (stereo unspecified)	-5%	0	-3%	-1.7	-25%	0	-3%	22	-0.1
CCS(=O)(=O)N1CCC(NC(=O)c2ccco2)CC1	-4%	0	6%[57.1 µM]	0.8	-7%	-3	4%[57.1 µM]	1	0.7
CCc1ccc(NC(=O)COC(=O)CN2C(=O)COc3ccccc32)cc1	3%	9	-7%	-0.6	-8%	-4	5%[57.1 µM]	12	0.0
COc1cc(Cl)c(CC(=O)c2c[nH]c3ccccc23)cc1OC	-6%	3	-3%	-0.2	-11%	-18	8%	33*	0.8
Cc1ccc(-c2nc(CCNC(=O)c3ccc(C)c(C)c3)cs2)cc1	-11%	0	-7%[57.1 µM]	0.3	-19%	0	-13%[57.1 µM]	.	1.2
Cc1cccc(NC(=O)c2sccc2-n2cccc2)c1C	8%	-6	-7%	-1.0	-11%	-5	-5%	.	.
O=C(CCS(=O)(=O)c1ccc(Br)cc1)Nc1ccc(Br)cc1F	0%	0	5%	-0.7	-18%	14	-11%	7	-0.3
CC(C)c1ccc(C(=O)NNC(=O)C2C3CCC(C3)C2C(=O)O)cc1 (stereo unspecified)	.	.	.	-0.7	.	-1	.	-20	-0.6
Nc1nc(NCc2ccccc2)nc(NCc2ccccc2)c1[N+](=O)[O-]	0%	-1	-9%	0.0	-8%	1	1%	1	3.5
O=C(OCc1ccc2c(c1)OCO2)c1cccc(S(=O)(=O)N2CCCCC2)c1	1%	-4	-2%	1.6	-22%	4	3%	-6	0.7
CC1(C)Cc2nc3sc(C(=O)O)c(N)c3cc2CS1	.	.	.	-1.0	.	-18	.	-10	0.1
CCC(CC)C(=O)Nc1ccc(C)cc1O	-2%	-1	0%	-1.1	-21%	-11	5%	3	0.7
COc1cccc(NCCC(=O)c2cccc([N+](=O)[O-])c2)c1	3%	2	2%	-0.2	-15%	4	20µM*	-5	1.5
CCOC(=O)CNC1CC(=O)N(c2ccc(Br)cc2)C1=O (stereo unspecified)	-2%	-20	3%	-0.2	4%	2	28µM*	1	1.2
OCCNc1c2ccccc2nc2c(F)c(F)c(F)c(F)c12	2%	-3	3%[57.1 µM]	9.8	-2%	-11	-43%	6	6.8
CCOc1ccccc1N(CC(=O)N1CCC(C(N)=O)CC1)S(=O)(=O)c1ccc(SC)cc1	0%	1	0%	0.4	3%	4	12%	9	0.9
CC(=O)Oc1ccccc1C1C[C@]2(C)CC(=O)NC2N1C(C)=O (stereo partly specified)	8%	5	6%	1.1	-17%	-3	26%	-13	-0.7
CN(C)c1ccc(C2Nc3ccccc3C(=O)N2NS(C)(=O)=O)cc1 (stereo unspecified)	6%	-6	9%	0.2	-13%	-1	29%	-3	-0.3

Screening results (PubChem BioAssay)
